# HIF activator: HIF pathway transcriptional activation; 0.32% of 300,000 active; U2OS HRE-luciferase reporter, luminescence; normalized: DMSO 0%, desferrioxamine 100%; activation, % at 7.5 µM (by protocol);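 active = mean activation of at least 10% of the iron chelator positive control signal, with at least half of replicates also reaching 10%; inconclusive = mean and replicate majority disagree about reaching 10%; inactive = mean and most replicates under 10%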
# AI-2 QS mod: modulators of Vibrio harveyi AI-2 quorum sensing system | Vibrio harveyi JMH597 AI-2 luminescence/OD600 ratio, 9 h; stronger effect = lower value; strain lacks LuxN and CqsS sensors; 0 = neutral-control median | activity change, % at 7.5 µM | 0.4% of 300,000 active; in the data active = activity change below about -75%, passing the limit was not always enough; inconclusive = no clear call, values can overlap the other calls;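 also: luminescence divided by OD600 gain over 9 h not by final OD600 alone; inactives centre near 13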
# IEC-6 cytotox: counter-screen for KLF5 inhibitors: cytotoxicity in IEC-6 cells | inhibition, % at 5 µM | IEC-6 cytotoxicity, luminescence viability | 0.78% of 290,000 active | AID 1825; in the data active = inhibition above about 22%;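 also: 0% = plate median of test compound wells and 100% = cytotoxic reference compound wells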
# HDAC3 inhib: human HDAC3 inhibition | 0.15% of 320,000 active | inhibition, % at 8.3 µM | O15379 | AID 2718 | recombinant HDAC3, fluorogenic peptide/trypsin coupled, fluorescence; in the data active = inhibition above about 26%, passing the limit was not always enough; inconclusive = no clear call, values can overlap the other calls
# Target sequence (O15379 whole entry, looked up): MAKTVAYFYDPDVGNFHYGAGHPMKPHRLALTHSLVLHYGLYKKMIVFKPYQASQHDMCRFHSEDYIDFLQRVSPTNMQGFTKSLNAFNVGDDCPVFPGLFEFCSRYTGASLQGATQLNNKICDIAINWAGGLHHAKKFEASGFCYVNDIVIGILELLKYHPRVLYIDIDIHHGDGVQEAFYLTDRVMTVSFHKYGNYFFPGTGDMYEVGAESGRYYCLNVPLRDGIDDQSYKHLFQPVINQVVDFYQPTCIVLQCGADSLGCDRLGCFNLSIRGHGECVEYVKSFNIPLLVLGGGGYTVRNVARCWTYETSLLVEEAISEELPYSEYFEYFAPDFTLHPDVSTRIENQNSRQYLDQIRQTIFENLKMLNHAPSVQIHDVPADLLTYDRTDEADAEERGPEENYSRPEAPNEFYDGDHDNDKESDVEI
# HSF1 inhib: HSF1 inhibition; NIH3T3-HGL HSE-luciferase, MG132-induced, luminescence 8 h; stronger effect = lower value; activity change, negative = inhibition, % at 7.5 µM (by protocol); 0.77% of 300,000 active; AID 2098;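 active = more than half of replicate wells show activity change below -50%, luminescence cut by over half; inconclusive = some wells, but at most half, below -50%; inactive = no replicate well below -50%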;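 also: luciferase reports HSF-1 transcriptional activity via heat shock element; 0% = median of DMSO wells and -100% = zero luminescence signal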
# Platelet DG rel: platelet dense granule release activity; 0.22% of 300,000 active; human platelet-rich plasma, SFLLRN dense granule ATP release, luminescence; inhibition, %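 (compounds screened at 7.5 µM in platelet-rich plasma)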;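 active = mean replicate score, as percent of positive control, at or above 50; inconclusive = mean below 50 but at least one replicate at or above 50; inactive = mean and every replicate below 50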
# KLF5 inhibitor: kruppel-like factor 5 inhibition; DLD-1 KLF5 promoter-luciferase reporter, luminescence; inhibition, % at 5 µM; 0.23% of 290,000 active; AID 1700;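 active = inhibition above a per-plate limit of that plate's mean compound inhibition plus 3 SD, cut at about 60% in these data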;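 also: 0% = DMSO wells and 100% = LY294002 at 200 µM; higher means less KLF5 promoter-driven luciferase light; inactives centre near -14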
# HSF-1 act: increases HSF-1 driven luciferase reporter signal. NIH3T3-HGL HSF-1 luciferase reporter, MG132, 8 h; 100% = twice DMSO control signal. activation, % at 9 µM. 1.7% of 300,000 active;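 active = mean replicate activation of at least 50% with a set share of replicates each reaching 50%; inconclusive = only one of those two conditions met; inactive = mean below 50% and too few replicates reaching it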;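 also: 0% = median of the neutral control wells and 100% = twice that signal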
# HSP90 refold inh: blocks HSP90-mediated luciferase refolding in reticulocyte lysate. Rabbit reticulocyte lysate, luciferase refolding luminescence, 3 h. inhibition, % at 5.6 µM. 0.91% of 290,000 active. AID 1789;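 active = inhibition above the screen-wide mean plus 3 SD, computed separately per campaign, cut at about 16% in these data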;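 also: 0% = DMSO wells and 100% = 60 µM geldanamycin wells; inhibitors lower the luminescence because luciferase stays unfolded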
# aSyn 5UTR inh: MLPCN primary screen, SNCA 5' untranslated region; inhibition, % (tested at 7.5 µM); alpha-synuclein 5'UTR reporter, inhibitor activity; AID 1813; 0.82% of 300,000 active; in the data active = inhibition above about 60%; inconclusive = no clear call, values can overlap the other calls;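 also: H4 neuroglioblastoma cells stably carrying SNCA 5'UTR luciferase fusion; 0% = DMSO wells and 100% = positive control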
# * marks the source's active call; other numbers are inactive results; u = inconclusive; x = no result given.
SMILES,HIF activator,AI-2 QS mod,IEC-6 cytotox,HDAC3 inhib,HSF1 inhib,Platelet DG rel,KLF5 inhibitor,HSF-1 act,HSP90 refold inh,aSyn 5UTR inh
CCn1nnnc1SCC(=O)c1cccc(OC)c1,1.5,31,-2,2,-2,0,-22,-16,0,31
CCSc1nncn1/N=C/c1ccc(OC)c(OC)c1,0.6,21,6,11,0,15,-6,7,3,4
O=C1c2ccccc2-n2c1nc1ccccc1c2=O,0.1,40,9,4,33,0,-9,39,1,-23
O=c1[nH]c(-[n+]2ccc3ccccc3c2)c(/C=N/N=C(\[O-])c2ccccc2)s1,0.8,12,4,2,6,3,-45,4,-2,-16
Cn1c(-c2csc(-c3ccccc3)n2)n[nH]c1=S,-0.4,17,2,2,0,6,-51,16,-3,-12
COc1ccccc1NC(=O)c1cc[n+]([O-])cc1,0.3,50,-1,0,4,2,-11,2,-1,15
Fc1cc(NC(=S)NCc2ccc(CNC(=S)Nc3ccc(Cl)c(F)c3)cc2)ccc1Cl,0.1,8,0,5,14,3,-37,40,0,22
O=C(Nc1ncc(Cl)cn1)c1cccs1,3.0,-12,5,1,-3,-16,-57,-13,-2,-69
COc1cccc(CNC(C)C(=O)Nc2ccc3c(c2)OCCO3)c1 (stereo unspecified),1.5,2,1,-10,16,-21,-56,10,2,-89
CSCCC(NC(=O)/C(=C/c1ccco1)NC(=O)c1ccc(Br)o1)C(=O)O (stereo unspecified),-0.9,8,0,0,-7,-4,15,-8,5,-4
N=c1c(C(=O)NC2CCCCC2)cc2c(=O)n3ccccc3nc2n1Cc1cccnc1,0.4,x,8,-16,-1,2,10,-2,2,-1
COc1ccc(CNC(=O)CCN2C(=O)c3ccccc3S2(=O)=O)cc1,-0.4,35,x,10,-7,0,x,-15,x,-14
c1cc(Nc2cccc3nccnc23)c2nccnc2c1,-0.4,7,15,4,-6,9,-9,-2,3,24
CCn1c(COc2ccccc2)nnc1SCc1ccc(C#N)cc1,0.4,5,4,-1,38,-11,-1,56*,0,-3
CC1(C)Cc2c(cnn2-c2cccc(F)c2)C(NC(=O)CN2CCCC2=O)C1 (stereo unspecified),0.8,20,-5,1,-2,-1,0,8,-5,-7

# Nothing new here: 9 of the compounds above.
SMILES,HIF activator,AI-2 QS mod,IEC-6 cytotox,HDAC3 inhib,HSF1 inhib,Platelet DG rel,KLF5 inhibitor,HSF-1 act,HSP90 refold inh,aSyn 5UTR inh
Fc1cc(NC(=S)NCc2ccc(CNC(=S)Nc3ccc(Cl)c(F)c3)cc2)ccc1Cl,0.1,8,0,5,14,3,-37,40,0,22
O=C(Nc1ncc(Cl)cn1)c1cccs1,3.0,-12,5,1,-3,-16,-57,-13,-2,-69
COc1cccc(CNC(C)C(=O)Nc2ccc3c(c2)OCCO3)c1 (stereo unspecified),1.5,2,1,-10,16,-21,-56,10,2,-89
CSCCC(NC(=O)/C(=C/c1ccco1)NC(=O)c1ccc(Br)o1)C(=O)O (stereo unspecified),-0.9,8,0,0,-7,-4,15,-8,5,-4
N=c1c(C(=O)NC2CCCCC2)cc2c(=O)n3ccccc3nc2n1Cc1cccnc1,0.4,x,8,-16,-1,2,10,-2,2,-1
COc1ccc(CNC(=O)CCN2C(=O)c3ccccc3S2(=O)=O)cc1,-0.4,35,x,10,-7,0,x,-15,x,-14
c1cc(Nc2cccc3nccnc23)c2nccnc2c1,-0.4,7,15,4,-6,9,-9,-2,3,24
CCn1c(COc2ccccc2)nnc1SCc1ccc(C#N)cc1,0.4,5,4,-1,38,-11,-1,56*,0,-3
CC1(C)Cc2c(cnn2-c2cccc(F)c2)C(NC(=O)CN2CCCC2=O)C1 (stereo unspecified),0.8,20,-5,1,-2,-1,0,8,-5,-7

# Following part
SMILES,HIF activator,AI-2 QS mod,IEC-6 cytotox,HDAC3 inhib,HSF1 inhib,Platelet DG rel,KLF5 inhibitor,HSF-1 act,HSP90 refold inh,aSyn 5UTR inh
CCN(N)C(=S)Nc1ccc(F)cc1,-1.1,15,6,-5,-8,-5,2,-14,7,-17
Cc1ccc(-c2nnc(NC3CCCCC3)c3ccccc23)cc1S(=O)(=O)N1CCN(C)CC1,-1.1,4,2,-4,-2,-13,-3,0,4,7
O=C1CCC(/C=C/c2ccccc2)=NN1Cc1ccccc1,0.1,10,1,4,5,-3,3,3,-2,-27
CCOC(=O)N1CCN(C(=O)c2cccc(S(=O)(=O)Nc3ccc(OC)cc3)c2)CC1,1.0,15,x,-5,0,-3,x,-8,x,19
CCC1CCCCN1CCNC(=O)c1[nH]c(C)c(C(C)=O)c1C (stereo unspecified),0.0,0,3,3,-6,x,-4,-4,-3,-17
COc1ccc(C(=O)Nn2c(SCc3cccc([N+](=O)[O-])c3)nc3ccccc3c2=O)cc1,-3.0,-4,10,5,-48,-21,-103,-50,44*,66*
CCCc1nc(SCC(=O)N2CCCC2)c2ccccc2n1,-0.4,18,10,9,5,1,-26,16,1,-13
CC(C)[C@H]1COC(NC2=N[C@@H](C(C)C)CO2)=N1,-0.2,12,-2,-6,-8,-3,-7,2,0,-25
C=CCOC(=O)C1=C(C)NC(SC)=C(C#N)C1c1cccs1 (stereo unspecified),1.2,32,8,8,11,-17,-3,39,-1,-15
O=C(COC(=O)C1CCN(C(=O)c2ccc(Cl)cc2)CC1)NC1CCS(=O)(=O)C1 (stereo unspecified),-0.7,15,-9,1,2,3,-11,-14,-2,11
COC(=O)C1=C(CSc2nnnn2C)NC(=O)NC1c1cc(C)ccc1C (stereo unspecified),1.7,10,-1,-1,-1,12,18,3,1,-15
O=C(c1cc(COc2ccc(F)cc2F)on1)N1CC[C@@H]2CCCC[C@H]2C1,-0.3,9,-9,5,-1,3,-7,6,-3,-9
Cc1ccc(/C=C/S(=O)(=O)NCC(=O)OCC(=O)Nc2c(F)cccc2F)cc1,0.3,-2,x,6,-1,11,x,12,x,-57
COc1ccc(NC(=O)NNC(=O)COc2ccc3cc(Br)ccc3c2)cc1,0.0,23,-2,-7,-2,-4,-25,16,-6,-10
O=C(NC1CCCCC1)N1CCc2ccccc21,2.1,17,4,-2,14,-3,-74,26,2,-111
C=CCn1c(CNS(=O)(=O)c2ccc(Br)cc2)nnc1SC,0.1,-2,6,-1,-11,-4,-22,-21,0,26
Cc1ccc2[nH]cc(CCNS(=O)(=O)c3ccc(F)cc3)c2c1,-0.9,-21,1,4,1,2,-48,-6,-3,-10
COc1cc(NC(=O)c2ccc(C)c([N+](=O)[O-])c2)ccc1NC(=O)c1ccco1,0.1,-4,5,-7,2,8,-46,10,1,-6
O=C(COc1ccccc1)NCCS(=O)(=O)N1CCN(c2ccccc2)CC1,-3.0,13,x,-4,3,-1,x,14,x,-9
CC(C)CNC(=O)C(=O)NCC1OCCN1S(=O)(=O)c1cccs1 (stereo unspecified),0.1,9,1,0,1,3,-3,-11,-1,12
NS(=O)(=O)c1ccc(CCNC(=O)CN2C(=O)c3ccccc3S2(=O)=O)cc1,-0.1,24,x,-7,-3,12,x,-4,x,10
COc1cc(C(CC(=O)Nc2ccc(C)cn2)N2Cc3ccccc3C2=O)cc(OC)c1OC (stereo unspecified),-0.2,-6,1,-1,-9,21,-10,-11,4,6
Cn1cc(S(=O)(=O)N2CCN(c3ccccc3F)CC2)c(=O)n(C)c1=O,0.0,11,-1,-3,-2,15,-25,-9,1,4
Cc1nnc(SCc2ccccc2C#N)n1-c1ccccc1,0.0,4,1,-4,-10,-3,-30,-8,2,17
N#Cc1cc2c(=O)n3ccccc3nc2n(-c2ccccc2Cl)c1=O,-0.6,7,4,-343,-10,9,-27,-4,3,43
COc1cc(CNCc2ccccn2)ccc1OCC(N)=O,x,15,0,-3,-1,2,-27,12,-1,-11
Cc1ccc(S(=O)(=O)Nc2ccnc(-c3cccnc3)n2)cc1,-0.8,16,1,1,-7,0,-37,4,5,-3
CCOc1cccc(CN2CCN(CCCc3ccccc3)C(CCO)C2)c1O (stereo unspecified),0.8,12,7,u,3,-13,4,5,-2,6
COc1ccccc1CC(=O)Nc1nc(-c2ccc(F)c(F)c2)cs1,1.6,13,-2,5,5,0,-23,8,-7,-83
CNC(=O)c1csc(-c2ccc(C)cc2)n1,3.2,23,4,4,14,-1,-50,17,1,-81
CCCN(C(=O)COC(=O)CCOc1ccccc1C)c1c(N)n(Cc2ccccc2)c(=O)[nH]c1=O,-0.1,15,-5,-2,5,-13,-37,6,0,1
S=C(NCc1ccccc1)N1CCn2cccc2C1c1cccnc1 (stereo unspecified),-1.1,4,-4,x,7,9,-43,29,1,16
Cc1ccc(S(=O)(=O)Nc2cc3c4c(c2)CCC(=O)N4CCC3)cc1,0.4,-10,x,3,10,0,x,30,x,6
CC(C)c1ccccc1NC(=O)c1ccccc1NC(=O)C1CCCCC1,-0.3,11,-2,9,4,2,-11,12,-5,-9
CCOc1ccc(C(=O)NC2CCN(C(=O)Nc3ccccc3OC)CC2)cc1,-0.5,10,4,x,-4,3,-9,1,2,4
O=S(=O)(NCc1ccc(F)cc1)c1ccc(-n2cnnn2)cc1,-0.5,15,-2,x,1,-4,0,4,2,-9
Cc1cc(C)c(C(=O)N(C)CC2CCCN(CCc3ccccc3F)C2)o1 (stereo unspecified),-0.5,15,-2,-5,4,-6,-11,9,-4,11
CC1(C)OC(=O)N(NCc2ccccc2)C1(C)O (stereo unspecified),-0.6,21,3,1,-36,2,-23,-51,2,-4
NS(=O)(=O)c1ccc(CNS(=O)(=O)c2cccc3nonc23)cc1,-0.6,24,2,-8,-5,-3,2,-10,0,15
CN(C)C(=O)c1ccc(NC(=O)c2cccnc2)cc1,0.0,34,11,-4,3,4,-25,-3,5,9
CC(=O)NC1C(=O)N(CCc2ccccc2)c2ccccc21 (stereo unspecified),-0.2,7,6,-2,2,-2,-27,-14,2,-34
CCOC(=O)C(C)NC(=O)CCc1nnc2ccc(N3CCC(C)CC3)nn12 (stereo unspecified),-0.3,25,-4,8,1,4,-46,2,-1,-2
CCCCN(C)C1=CC2=CC(=C(C#N)C#N)CCC2CC1 (stereo unspecified),0.1,17,2,1,8,3,-9,32,-4,10
COc1ccc(C2(C(=O)NCc3ccccc3Cl)CCOCC2)cc1OC,0.0,13,3,-2,4,1,-24,-5,0,-16
COc1cccc(OC)c1C(=O)Nc1cccc(C(C)=O)c1,0.6,23,1,3,-7,9,-31,7,-1,16
CSC1=C(C#N)C(c2cccc(Br)c2)CC(=O)N1 (stereo unspecified),-0.2,-13,11,-4,-5,-8,-23,2,1,4
O=C(Nc1cccc(-n2cccn2)c1)C1CCCN(Cc2cc3ccccc3[nH]2)C1 (stereo unspecified),-1.2,17,8,x,12,-2,12,13,4,31
Cc1cc(C)n(-c2nnc(NC34CC5CC(CC(C5)C3)C4)nn2)n1,2.4,41,5,1,2,-5,-13,2,-5,-172
COc1ccc(CNC(=O)c2c[nH]c3c(OC)cc(OC)cc3c2=O)cc1,-0.3,18,5,-7,6,2,-12,12,-5,8
CC1CCCN(S(=O)(=O)c2ccc3oc(=O)ccc3c2)C1 (stereo unspecified),0.0,20,1,-6,2,0,-11,-11,5,3
